Assay outcomes (PubChem)
ERK EGF inh: inhibitors of EGF-stimulated ERK signaling pathway. Potency, µM (titrated, usually from 11.5 µM), for inactives: top-dose activity change, negative = inhibition, hits mostly inhibitors. 0.41% of 130,000 active. AID 1454. HEK293-V1b, EGF-stimulated phospho-ERK AlphaScreen; active means well fitted inhibition curve with a large enough effect; inconclusive means small, poorly fitted or top-dose-only effect, or effect the other way;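 further: plate controls were stimulated vehicle wells for no effect and unstimulated vehicle basal for full effect; nearly all actives have a fitted effect of over 55% in size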
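Homogeneous cell-based phospho-ERK assay: HEK293/V1b cells in 1% FBS, compound 30 min then EGF 5 min, AlphaScreen luminescence. Activity normalized between DMSO and 25 nM EGF controls; AC50 from Hill modelling.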
The depositor's hits bear a star; u = inconclusive; & = joins results of further samples; [ ] = remark or other dose. Potency means the concentration at half of the fitted maximal effect. A portion of the library; the hit share may differ from the screen's.

SMILES	ERK EGF inh
Oc1ccc(C[C@H]2CNC(=S)N2CCc2cc(C(F)(F)F)cc(C(F)(F)F)c2)cc1	-3%[57.5 µM]
CC(=O)Nc1cccc(C(=O)Nc2nc(C)cs2)c1	3%
Cc1[nH][nH]c(=O)c1C(c1ccc(-c2ccc(Cl)c(C(=O)O)c2)o1)c1c(C)[nH][nH]c1=O	-3%
COc1ccc(C(=O)N[C@H](C(=O)Nc2nc3c(s2)CCCC3)C(C)C)cc1	4%
CCOC(=O)/C=C/C(=O)OCC(=O)Nc1ccc(OC)c(Cl)c1	2%
Cc1c(C(=O)NN2CCOCC2)nn(-c2ccc(Cl)cc2Cl)c1-c1ccc(I)cc1	-3%
C/C=C(/C)C(=O)Nc1cccc(C2=NOC3(C2)C[C@@H](C(N)=O)N(C(=O)[C@H]2CCC(=O)N2)C3)c1 (some centres undefined)	-2%[57.5 µM]
Cc1cc(=O)oc2cc(OCC(=O)OC(C)C(=O)NC3CCCC3)ccc12 (centres undefined)	-5%
Cc1ccccc1OCC(=O)OCC(=O)c1ccc(OCc2ccccc2)cc1	u
CCCCNc1nnc(SCC(=O)c2c[nH]c3ccccc23)s1	-1%
Cc1cc(C)nc(NC(=O)c2cc(-c3ccc(C)s3)nc3ccccc23)c1	u
COc1ccc(CCNC(=O)CSc2ccccc2)cc1OC	1%
O=C(Nc1nc2ccccc2[nH]1)C1CC1	0%
O=C(C1CCCO1)N1CCN(C(=S)Nc2ccc(Cl)cc2)CC1 (centres undefined)	2%
CCOP(=O)(Nc1ccc2oc(=O)c3ccccc3c2c1)OCC	-5%[57.5 µM]
O=C(Nc1ccc(S(=O)(=O)N2CCOCC2)cc1)c1ccc(=O)[nH]c1	-10%[57.5 µM]
C#CC[N+](C)(C)CC#Cc1ccc(Cl)cc1	-3%
Cc1ccc(CNC(=O)CSc2ccc(-c3ccco3)nn2)cc1	-3%
Cc1nc(-c2ccc3c(c2)CCC(=O)N3)cs1	-7%[57.5 µM]
COc1cccc(-c2csc(N3CCN(C(=O)Nc4ccccc4OC)CC3)n2)c1	-4%
O=C(NCCN1C(=O)S/C(=C\c2ccc(OC(F)F)cc2)C1=O)c1cnccn1	2%
CC(=O)Nc1ccc(NC(=O)Cn2c(=O)n(-c3ccccc3)c(=O)c3oc4ccccc4c32)cc1	2%
c1ccc(-c2noc(CSc3nnc(Cc4cccs4)n3-c3ccccc3)n2)cc1	-1%
Cc1ccc(C2=NN(S(=O)(=O)c3ccccc3)C(c3ccccc3O)C2)cc1 (centres undefined)	-9%
COC(=O)[C@H](Cc1ccccc1)NC(=O)O[C@@H]1C(=O)c2cc(OC)ccc2O[C@H]1c1ccc(OC)c(Br)c1	-1%&3%
CC(=O)/C(N=Nc1nc2c([nH]1)c(=O)n(C)c(=O)n2C)=C(\C)O	-5%[57.5 µM]
C/C(=N\Nc1ccc([N+](=O)[O-])cc1)c1ccc(-n2nncc2C)cc1	-1%
CCC(C)(C)NC(=O)CN(CCc1cccc(C)c1)C(=O)c1csnn1	-1%
CCOC(=O)C(NC(C)=O)C(=O)Nc1ccc(C)cc1C (centres undefined)	1%
COc1ccc2c(c1)C(C)=CC(C)(C)N2C(=O)CN1C(=O)CCC1=O	-1%
CC1CC(C)CN(C(=O)Cn2c(SCC(=O)N3CCc4ccccc4C3)nc3ccccc32)C1 (centres undefined)	1%
COc1ccc(-c2nnc(Nc3ccc(S(=O)(=O)Nc4nccs4)cc3)c3ccccc23)cc1	0%
O=C(CN(Cc1ccco1)C(=O)c1ccc(Cl)cc1)Nc1c(Cl)cc(Cl)cc1Cl	7%
NS(=O)(=O)c1cccc(NC(=O)CN2CCCc3ccccc32)c1	u
Cc1cc(Cl)ccc1OCc1nc(-c2ccncc2)no1	-11%
O=C(COC(=O)CC(c1ccccc1)c1ccccc1)Nc1c(F)cccc1F	2%
COC(=O)CC1C(=O)NC2CCCCC2N1C(=O)CCl (centres undefined)	-12%[57.5 µM]
O=C(c1ccccc1)N1CCSc2sccc2C1=O	-6%
Cc1csc(NC(=O)c2cccc(S(=O)(=O)N3CCN(C)CC3)c2)n1	11%
COc1ccc(C2SCCN2C(=S)Nc2ccc(Cl)cc2)cc1 (centres undefined)	6%
O=C(O)Cc1cc(I)c(Oc2cc(I)c(O)c(I)c2)c(I)c1	1%
CC(CNC(=O)c1ccc(C(C)(C)C)cc1)CN(C)C (centres undefined)	12%
COc1ccc(-c2cc(C(=O)Nc3cccc(S(=O)(=O)NCc4ccco4)c3)c3ccccc3n2)cc1OC	-1%
CCc1cc2cc(C)cc(C)c2[nH]c1=S	-7%
Cc1ccc(-c2csc(NC(=O)c3cccc([N+](=O)[O-])c3C(=O)O)n2)cc1	-2%
O=S(=O)(c1ccc(Cl)c(NC(=S)Nc2cccc(O)c2)c1)N1CCOCC1	6%
CCOc1ccc(-n2cnc3scc(-c4ccc(OC)c(OC)c4)c3c2=O)cc1	8%
COc1ccc(C2COc3c(ccc(O)c3OC)C2)c(OC)c1O (centres undefined)	7%
CC(C)n1c(O)c(N=NC(=O)CNC(=O)CCc2ccccc2)c2ccccc21	4%[57.5 µM]
O=C(Nc1cc(S(=O)(=O)N2CCOCC2)ccc1N1CCOCC1)c1cn2ccccc2n1	7%
COC(=O)c1ccc(N2CCN(C(C)=O)CC2)c(NC(=O)COc2ccccc2C)c1	5%
Cc1cc(=O)c2cc(Br)ccc2n1CC(=O)NCc1ccccc1	11%[57.5 µM]
COc1ccc(Cl)cc1C(=O)NC(=S)Nc1cc(-c2nc3ccccc3[nH]2)ccc1C	10%[57.5 µM]
O=C(CN1CCCCC1)Nc1c2c(nc3ccccc13)N(c1ccccc1)CC2	5%
C#CCOC(=O)Nc1ccc(OCC(F)(F)F)nc1	-16%[57.5 µM]
CCN(CC)S(=O)(=O)c1ccc(-c2nnco2)cc1	5%
COC(=O)NC1C=CCCC1C(C)=O (centres undefined)	-6%
CCOC(=O)c1ccc(NC(=O)C2CCC(CNc3c(N4CCOCC4)c(=O)c3=O)CC2)cc1 (centres undefined)	16%[57.5 µM]
CCC(C)c1ccc(NC(=O)CN(C)CC(=O)Nc2cccc(OC)c2)cc1 (centres undefined)	0%
CCOC(=O)n1c(=O)n(Cc2cccc(C)c2)c2ccccc21	-1%
(cont.)
SMILES	ERK EGF inh
FC(F)(F)c1cccc(NC(=S)NCc2ccc(Cl)cc2)c1	1%
COc1ccc(-n2cc(-c3ccccc3)[nH]c2=S)cc1	-3%
Cc1ccc(C(=O)c2ccccc2C(=O)OCC(=O)Nc2ccc(SC(F)F)cc2)cc1	4%
C=CCN(c1ccccc1)S(=O)(=O)c1c(C)[nH]c(=O)[nH]c1=O	4%
CCOC(=O)N1CCN(S(=O)(=O)c2ccc(F)c(C(=O)Nc3ccc(C(C)C)cc3)c2)CC1	0%
Cc1ccc(NC(=O)c2cc(-n3cnnc3)ccc2Cl)c(C)c1	21%
CN=c1scc(-c2ccc([N+](=O)[O-])cc2)n1/N=C/c1ccco1	-14%
CC(C)(C)n1ncc2c(=O)n(Cc3cccc(Cl)c3)cnc21	-11%[57.5 µM]
Cc1ccccc1-c1nnc(-c2cccs2)o1	-14%
O=[N+]([O-])c1ccc(Nc2ccccc2F)nc1	0%
CCN1CCCc2cc(CN(CCN3CCOCC3)C(=S)Nc3ccc(OC)cc3)ccc21	10%
CC(=O)c1ccc(NC(=S)NCc2ccco2)cc1	-1%
CN(C)CCN(C(=O)c1ccc(Br)s1)c1nc2cc3c(cc2s1)OCCO3	-1%
O=C(Cc1nc2ccccc2[nH]1)c1ccc([N+](=O)[O-])cc1	0%[57.5 µM]
[O-]c1n[n+](-c2ccc(Cl)cc2)cc2ccccc12	0%
COc1ccc(C(=O)NNC(=O)C(=O)Nc2ccc(C)c(Cl)c2)cc1	-1%
Cc1[nH][nH]c(=O)c1C(c1ccc(-c2cccc(C(=O)O)c2)o1)c1c(C)[nH][nH]c1=O	-7%
CC(C)Cc1nc(C#N)c(N2CCC(C(N)=O)CC2)o1	2%
COc1ccc(C(=O)OCC(=O)c2ccc(C)c(S(=O)(=O)N3CCOCC3)c2)cc1OC	-18%[57.5 µM]
O=C1NC2(O)C(=O)c3ccccc3C2(O)N1 (centres undefined)	0%
CN1CCN(c2oc(-c3ccc([N+](=O)[O-])cc3)nc2C#N)CC1	-10%[57.5 µM]
COc1cccc(CNc2ccc(F)c([N+](=O)[O-])c2)c1O	-2%
O=C(Nc1ccccc1)N1CCc2ccccc2C1	7%
Cc1ccc(NC(=O)CCN2CCN(CCO)CC2)cc1Br	10%[57.5 µM]
CC(C(=O)NCC1CCCCC1)N(C)CC(=O)Nc1ccc(N2CCOCC2)cc1 (centres undefined)	11%
COc1ccc(-c2ccnc3c(C#N)cnn23)cc1	34%
Cc1ccc(S(=O)(=O)N(C)C)cc1NC(=O)COC(=O)c1ccc2c(c1)OCO2	-1%
Cc1c(C(=O)Nc2cccc(S(=O)(=O)N3CCCC3)c2)oc2ccccc12	-14%[57.5 µM]
Cc1ccc(C(=O)CCC(=O)N2CCN(C(=O)c3ccco3)CC2)cc1	-11%
Cc1sc2ncnc(N(C)CCc3ccccn3)c2c1C	-15%[57.5 µM]
CCOc1ccc2c(c1)C(=NNC(=O)c1ccncc1)c1cc(OCC)ccc1-2	-3%
COc1cc(C2C(C#N)=C(N)Oc3n[nH]c(-c4cccnc4)c32)ccc1OCC(N)=O (centres undefined)	-4%[57.5 µM]
CCn1c(C)nc2cc(C(=O)NNC(=S)NC(=O)c3ccccc3)ccc21	4%
CCn1ccnc1CN(C)C(=O)CCc1nnc(CCC2CCCCC2)o1	-7%
CCCCCCCCCCCCC/C=C/[C@@H](O)[C@@H](N)CO	u
COc1ccc2[nH]c(C(=O)Nc3ccc(C)c(F)c3)cc2c1	-2%[57.5 µM]
CSc1nc(C)cc(OCC(=O)N/N=C/c2ccccc2O)n1	0%
CCCN(CCC)c1nc(C#N)nc(N(CCC)CCC)n1	9%
COc1ccc(NC(=O)c2ccccc2-c2ccccc2)cc1	-4%
CC(C)c1ccc(NC(=S)N2CCCC(c3ccc(F)cc3)=N2)cc1	7%[57.5 µM]
O=c1c2ccccc2nc(COc2ccccc2)n1/N=C/c1cn[nH]c1-c1ccccc1	2%
NS(=O)(=O)c1ccc(Nc2nc(-c3ccc(F)cc3)cs2)cc1	u
COc1ccc(Oc2ncc3nc(-c4cccs4)c(=O)n(Cc4cccs4)c3n2)cc1	u
C=C(C)C(=O)/C=C/c1ccc(C(F)(F)F)cc1	-7%
COc1ccc(C(C)=O)cc1CSc1nc2ccccc2c(=O)n1-c1ccccc1	5%
O=C1CC(CC(=O)N/N=C/c2ccccc2[N+](=O)[O-])=NN1	4%
Nc1nonc1N/N=C/c1c(O)ccc2ccccc12	-10%
CCN(CC)c1nc(SCCOC(=O)Nc2ccccc2)nc(N(CC)CC)n1	-6%
COc1ccc([N+](=O)[O-])cc1N(CC(=O)N(C)C)S(C)(=O)=O	-6%
CCN1C(=O)S/C(=C/c2c(OCc3ccc(C(=O)O)cc3)ccc3ccccc23)C1=O	6%
COc1ccccc1NC(=O)c1cc([N+](=O)[O-])ccc1NCCN1C(=O)CCC1=O	1%
Cc1cccc(Nc2ccncc2S(=O)(=O)NC(=O)NC(C)C)c1	17%
CCCCNC(=S)N(Cc1ccco1)Cc1cc2cc3c(cc2[nH]c1=O)OCCO3	-3%
Cc1nn(C)cc1[C@@H]1C[C@H]2CN(Cc3cccc(Cl)c3)C(=O)[C@]23CCCN13	-8%
O=C(NCCNc1ccc([N+](=O)[O-])cc1C(F)(F)F)c1ccccc1	u
CS(=O)(=O)N(Cc1ccccc1)c1ccc(C(=O)Nc2cccnc2)cc1	3%
CC(=O)Nc1cccc(NC(=O)c2ccc(Br)cc2)c1	-1%
Oc1c(N=NC(=S)Nc2ccccc2F)c2ccccc2n1Cc1ccc(Cl)cc1	u
C[n+]1ccccc1C1CCCC/C1=N\NC(N)=S (centres undefined)	-4%
COC(C[C@H]1O[C@H]1[C@@H](O)COCc1ccccc1)OC	7%[57.5 µM]
Other structures
SMILES	ERK EGF inh
Cc1cc(Cl)ccc1OCC(=O)NNC(=O)c1cnccn1	5%
C=CCN1C(=O)c2ccc(C(=O)OCC(=O)N(C)C3CCCCC3)cc2C1=O	-8%
COCCN(C(=S)Nc1ccc(Cl)cc1OC)C1CCN(C(C)=O)CC1	-2%[57.5 µM]
O=C(COC(=O)c1cnc(Cl)c(Cl)c1)NCCC1=CCCCC1	1%
O=C(CN1CCCC1=O)NC1C2CC3CC(C2)CC1C3 (centres undefined)	1%
